SIAE inh: blocks human sialic acid acetylesterase. inhibition, % at 9.66 µM. actives 0.69% (n = 370,000). Q9HAT2. AID 1053197. SIAE FP-Rh probe binding, fluorescence polarization;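 active = inhibition above a cutoff: mean of compounds within the control limits plus 3 SD of those, cut at about 17% in these data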;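 also: 0% = plate median of compound wells and 100% = probe without SIAE protein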
ADAM10 inh: ADAM10 inhibition, QFRET primary screen. actives 0.62% (n = 370,000). recombinant ADAM10, EDANS/DABCYL FRET peptide cleavage, 3 h. inhibition, % at 7 µM. O14672;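 active = inhibition above a per-campaign cutoff equal to the mean of compounds falling between control-based bounds plus 3 SD, cut at about 20% in these data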;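 also: 0% = DMSO wells while the 100% control is not disclosed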
Target sequence (O14672 214-748 limits assumed): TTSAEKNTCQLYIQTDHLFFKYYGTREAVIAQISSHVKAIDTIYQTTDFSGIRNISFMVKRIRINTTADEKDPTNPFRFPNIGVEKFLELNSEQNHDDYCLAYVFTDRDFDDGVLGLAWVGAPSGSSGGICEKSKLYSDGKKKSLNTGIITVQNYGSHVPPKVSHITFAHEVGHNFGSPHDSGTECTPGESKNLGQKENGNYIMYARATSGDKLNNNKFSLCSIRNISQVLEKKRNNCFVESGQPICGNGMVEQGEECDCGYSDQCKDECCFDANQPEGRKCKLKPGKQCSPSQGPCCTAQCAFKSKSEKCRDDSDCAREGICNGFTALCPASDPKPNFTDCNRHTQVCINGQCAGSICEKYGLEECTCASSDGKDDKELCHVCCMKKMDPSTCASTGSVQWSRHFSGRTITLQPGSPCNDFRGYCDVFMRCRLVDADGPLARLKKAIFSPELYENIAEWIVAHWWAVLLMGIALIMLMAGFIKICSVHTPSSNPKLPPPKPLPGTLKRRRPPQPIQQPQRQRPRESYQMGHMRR
TDP2 inh: blocks human TDP2 phosphodiesterase activity; O95551; recombinant TDP2, T5PNP hydrolysis, p-nitrophenol absorbance 415 nm; inhibition, % at 12.8 µM; actives 0.34% (n = 370,000); AID 720702;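 active = inhibition above the mean of all tested compounds plus 3 SD, set per campaign, cut at about 25% in these data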;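 also: 0% = DMSO with enzyme and 100% = buffer with substrate but no TDP2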
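Evaluation: % inhibition relative to enzyme-containing and enzyme-free wells. Material: recombinant human TDP2. Benchmarks: enzyme-free and DMSO wells. Timing: enzyme reaction with compound for 2 h at 37 °C. Compound dosing: 12.8 µM only. Measured by: p-Nitrophenol epi absorbance. Reagent: T5PNP substrate at 5 mM, a TopII-DNA adduct mimic. Replication: single well per compound.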
Tn6 DDE FP: disrupts Tn6 cyclic peptide binding to fibrin D-Dimer-E complex. P02675. Fibrin DD(E) TRITC-Tn6 fluorescence polarization displacement. inhibition, % at 8.3 µM. actives 0.21% (n = 370,000). AID 720509;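 active = inhibition above a per-campaign cutoff: mean of compounds within control limits plus 3 SD, cut at about 15% in these data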;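 also: 0% = median of all compound wells on the plate and 100% = blocking peptide control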
PLC-beta3 inh: blocks human PLC-beta3 enzyme activity; Q01970; Purified PLC-beta3, fluorogenic substrate, fluorescence; inhibition, % at 12.2 µM; actives 0.18% (n = 370,000); in the data active = inhibition above about 11%;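 also: 0% = median of compound wells on plate and 100% = full blocker control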
ADAM17 inh: ADAM17 inhibition, QFRET primary screen; inhibition, % at 6.95 µM; actives 0.83% (n = 370,000); recombinant ADAM17, EDANS/DABCYL FRET peptide cleavage; P78536;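 active = inhibition above the mean of compounds lying between control limits plus 3 SD, set per campaign, cut at about 8.5% in these data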;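 also: 0% = DMSO-only wells as the low control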
ASAP1 GAP inh: inhibitors of human ASAP1 ArfGAP activity. ASAP1-stimulated ARF1 GTP hydrolysis, GDP FP detection. Q9ULH1. inhibition, % at 16.5 µM. actives 0.19% (n = 360,000); in the data active = inhibition above about 25%;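 also: 0% = vehicle with enzyme and substrate and 100% = no enzyme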
Target sequence (Q9ULH1 325-724 limits assumed): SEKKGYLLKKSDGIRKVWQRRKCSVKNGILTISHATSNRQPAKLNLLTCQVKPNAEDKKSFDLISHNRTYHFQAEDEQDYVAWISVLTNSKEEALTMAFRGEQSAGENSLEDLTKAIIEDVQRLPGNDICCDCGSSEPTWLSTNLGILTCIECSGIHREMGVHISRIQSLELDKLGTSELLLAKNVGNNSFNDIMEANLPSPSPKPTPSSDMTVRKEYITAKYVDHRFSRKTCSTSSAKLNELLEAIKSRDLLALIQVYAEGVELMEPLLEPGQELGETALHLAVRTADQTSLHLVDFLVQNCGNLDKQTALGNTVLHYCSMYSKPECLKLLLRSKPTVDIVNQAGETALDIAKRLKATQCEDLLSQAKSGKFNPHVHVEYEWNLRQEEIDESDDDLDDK
Tn7 DDE FP: DD(E)-Tn7 binding inhibition, primary FP screen; inhibition, % at 8.3 µM; actives 0.13% (n = 370,000); FP displacement of FITC-Tn7 peptide from fibrin DD(E); 0% = median of compound wells per plate; P02675;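 active = inhibition above the mean of compounds falling within the control limits plus 3 SD of them, cut at about 14% in these data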;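 also: 0% = plate median of compound wells and 100% = 10 µM Aha-Tn7 peptide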
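Test system – human fibrin DD(E) · Times – 10 min preincubation, 3 h with tracer, room temperature · Detection – fluorescence polarization of the labelled Tn7 tracer · Measure – percent inhibition normalized to high-control wells · Benchmarks – high control wells with 10 µM unlabelled Aha-Tn7 peptide (full inhibition) · Repeats – singlicate testing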
PLCg1 inh: inhibitors of human phospholipase C gamma1 | purified PLC-gamma1, fluorogenic substrate, fluorescence | inhibition, % at 12.2 µM | actives 0.84% (n = 370,000) | AID 720700; in the data active = inhibition above about 9.5%
ARFGAP1 inhibitor: rat ARFGAP1 inhibition. Arfgap1-stimulated ARF1 GTP hydrolysis, GDP FP detection. inhibition, % at 16.5 µM. actives 0.26% (n = 360,000);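 active = inhibition above a per-plate limit, mean inhibition of low control wells plus 3 SD, cut at about 25% in these data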;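 also: 0% = DMSO wells with enzyme and 100% = wells lacking Arfgap1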
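Assay system: Rat Arfgap1 GAP domain (His6, aa 1-136), purified enzyme | Buffer or medium: HEPES 25 mM pH 7.5, NaCl 150 mM, MgCl2, DTT | Schedule: GTP hydrolysis reaction 2 h at 25 °C | Signal: FP of antibody-bound GDP Alexa 633 tracer, ex 620/em 688 nm | Measure: Percent inhibition of Arfgap1-stimulated GTP hydrolysis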
Active calls of the source: *; i = inactive; x = not tested or not shown.

Order of results: SIAE inh	ADAM10 inh	TDP2 inh	Tn6 DDE FP	PLC-beta3 inh	ADAM17 inh	ASAP1 GAP inh	Tn7 DDE FP	PLCg1 inh	ARFGAP1 inhibitor
- CC(C)(O)CN(C(=O)c1ccc([N+](=O)[O-])cc1)C1CCCC1
→ -1	-15	-7	-7	1	3	-1	4	-1	-1
- O=[N+]([O-])c1ccc(Cl)c(S(=O)(=O)NCC2CCCO2)c1 (stereo not drawn)
→ 2	-5	0	-2	-1	-5	-10	8	0	-3
- CCOc1ccccc1NC(=S)NCCc1ccc(F)cc1
→ -6	4	7	5	-4	-3	-9	5	4	4
- CC(C)(C)c1ccc(NC(=O)CN2C(=O)NC(C)(C3CC3)C2=O)cc1 (stereo not drawn)
→ -2	-11	2	-8	-7	-5	3	1	1	5
- COC(=O)c1[nH]c2ccc(F)cc2c1NC(=O)C1=COCCO1
→ 2	-11	12	10	-8	-7	13	6	-8	-6
- Cc1cccc(N(C)C(=O)c2cc(S(=O)(=O)N3CCCC3)cn2C)c1
→ -13	5	-7	-5	1	0	-1	-6	-2	12
- C[C@@H]1CCCCO[C@@H](CN(C)Cc2ccc3c(c2)OCO3)[C@@H](C)CN([C@H](C)CO)C(=O)c2cc(N(C)C)ccc2O1
→ -3	-19	-16	-7	-57	5	-15	-10	-49	0
- O=C(Nc1cccc(NC(=O)c2ccc(Br)o2)c1)c1ccccc1
→ -5	2	-12	-1	-1	3	-5	-2	1	-4
- Cc1occc1C(=O)Nc1ccccc1C(=O)O
→ -2	-1	10	-9	-3	-4	8	0	-1	-6
- CCOC(=O)c1c(NC(=O)CSc2nnnn2-c2ccccc2)sc2c1CCC(C)C2 (stereo not drawn)
→ 2	1	1	-4	-1	-8	4	5	-1	15
- Cc1cc(C)c2c(n1)SCC(=O)N2CC(=O)Nc1cc(F)ccc1F
→ 9	-1	1	-1	3	1	-4	2	2	1
- COc1ccccc1Oc1coc2c(CN3CCN(C)CC3)c(O)ccc2c1=O
→ 2	i	-4	0	i	-353	2	-1	i	-7
- CC1(c2nnc(Cc3ccccc3)o2)CC(c2c(Cl)cccc2Cl)=NO1 (stereo not drawn)
→ 1	5	-7	2	3	3	-6	-5	2	1
- COC(=O)c1ccc(NC(=O)CCS(=O)(=O)c2ccc3c(c2)NC(=O)C(C)S3)cc1 (stereo not drawn)
→ -3	-7	5	0	-6	-3	8	-6	-2	0
- N/C(=N\OC(=O)c1ccccc1F)c1cccc([N+](=O)[O-])c1
→ -1	0	-12	5	-4	-3	-6	2	2	4

In the list so far, 2 contain two or more sulfur atoms.
Order of results: SIAE inh	ADAM10 inh	TDP2 inh	Tn6 DDE FP	PLC-beta3 inh	ADAM17 inh	ASAP1 GAP inh	Tn7 DDE FP	PLCg1 inh	ARFGAP1 inhibitor
- CCOC(=O)c1c(NC(=O)CSc2nnnn2-c2ccccc2)sc2c1CCC(C)C2 (stereo not drawn)
→ 2	1	1	-4	-1	-8	4	5	-1	15
- COC(=O)c1ccc(NC(=O)CCS(=O)(=O)c2ccc3c(c2)NC(=O)C(C)S3)cc1 (stereo not drawn)
→ -3	-7	5	0	-6	-3	8	-6	-2	0

Next results follow.
Order of results: SIAE inh	ADAM10 inh	TDP2 inh	Tn6 DDE FP	PLC-beta3 inh	ADAM17 inh	ASAP1 GAP inh	Tn7 DDE FP	PLCg1 inh	ARFGAP1 inhibitor
- CCCCCC(=O)N1C[C@@H](O)[C@H](n2cc(C3CC3)nn2)C[C@@H]1c1ccccc1
→ -7	-11	-4	0	3	-6	4	6	2	-2
- CCOC(=O)C1=CN(Cc2cccc(Br)c2)S(=O)(=O)N(C)C1C (stereo not drawn)
→ -4	-13	0	6	-6	1	-3	8	1	-2
- Fc1cnc(Cl)nc1N1CCN(c2ccccc2)CC1
→ -2	-2	7	-1	-4	0	12	5	-2	3
- O=C(c1cc(COc2ccc(F)c(F)c2)on1)N1CCN(C2CCCCC2)C(=O)C1
→ 2	-9	-8	-2	-20	0	-9	2	-5	9
- COP(=O)(CC(=O)C(Cc1ccccc1)NC(=O)OC(C)(C)C)OC (stereo not drawn)
→ 3	-3	4	1	1	-5	x	-4	-1	x
- CN(NC(=O)c1ccc(Cl)cc1)c1cccc(Cl)n1
→ -1	-6	9	5	0	-4	4	-1	0	5
- Cc1ccccc1NC(=O)CC(C)S(=O)(=O)c1ccc2c(c1)NC(=O)CO2 (stereo not drawn)
→ -3	-9	-10	-5	-5	1	3	7	2	-5
- CCOC(=O)C(NC(=O)c1ccccc1)=C1CCCCC1
→ 4	1	6	2	4	4	0	-1	2	15
- O=C(COc1ccc(Cl)cc1)NCCN1CCCC1
→ 10	0	-4	7	-5	0	6	3	4	5
- CSCCC(NC(=O)c1ccccc1Cl)C(=O)N1CCC1 (stereo not drawn)
→ -4	-11	-3	1	-3	-8	-7	2	2	6
- Cc1ccc(Nc2nc(N)c([N+](=O)[O-])c(NCCO)n2)cc1
→ -3	-6	7	5	-2	-1	-8	4	-1	-2
- COc1ccc(C(=O)Cc2nnc(C)s2)c(OC)c1
→ 3	-6	-1	4	-4	-4	-3	-3	-6	-1
- Cc1cc(N2C(=O)c3ccc(C(=O)NCc4ccccc4)cc3C2=O)no1
→ -4	4	3	-5	-2	-3	-4	6	4	0
- CCC(=O)Nc1cccc(-c2cn3cccc(C)c3n2)c1
→ -1	-35	-13	-7	-18	-25	-6	3	-3	-5
- Cn1c(=O)c2cc(S(=O)(=O)NC(C(=O)Nc3cccnc3)c3ccccc3)ccc2n(C)c1=O (stereo not drawn)
→ -3	-4	-5	4	2	-1	-16	-4	-2	4
- COc1ccccc1Nc1cc(C(=O)NCc2cccnc2)c2ccccc2n1
→ 2	3	-13	-6	-18	0	0	-2	-7	3
- Cc1ccc(C)c(NC(=O)c2nc(-c3ccccc3)n(-c3ccccc3)n2)c1
→ 1	-3	-2	-1	-2	-5	-4	10	-1	14
- O=[N+]([O-])c1cccc(C2NCC(c3ccccc3Cl)c3c2[nH]c2ccccc32)c1 (stereo not drawn)
→ 2	21*	5	-7	-6	5	-1	1	0	15
- CCn1c(SCC(=O)N2CCCC2)nnc1-c1ccc(S(=O)(=O)N2CCCCCC2)cc1
→ -2	14	5	-7	4	3	16	-2	5	12
- CC(C)C(NC(=O)C1(NC(=O)OCc2ccccc2)CCCC1)C(=O)O (stereo not drawn)
→ 7	-21	-2	3	-7	-4	0	-5	-9	-4
- COc1ccc(S(=O)(=O)NC2CC(C)(C)NC(C)(C)C2)c(C)c1C
→ -5	6	5	-4	1	-2	-8	3	-1	3
- Cc1cc(C)c(OCCNCc2ccccc2)c(C)c1
→ 3	3	17	2	-4	-1	2	0	2	-6
- Cn1c2ccc(CC(=O)O)cc2c2cc(CC(=O)O)ccc21
→ 11	-42	-4	4	-50	-16	9	4	-43	-6
- CCOC(=O)c1cc(C)n(CCCN2CCOCC2)c1C
→ -1	1	-10	-3	3	0	5	-6	4	4
- Cc1ccc(NC(=O)C2C3CCC(O3)C2C(=O)O)c(Br)c1 (stereo not drawn)
→ 0	4	2	11	-5	-2	-4	-2	-1	-2
- COc1ccc(Br)cc1C(=O)N/N=C/c1cccnc1
→ 9	4	3	1	-5	-4	-5	6	0	5
- Cc1cccc(C(=O)Nc2ccc3c(c2)C(=O)NC3=O)c1
→ -13	i	0	-3	i	-164	-7	3	-478	10
- COc1ccc(C(=O)NC(=S)NCc2cccnc2)cc1[N+](=O)[O-]
→ 0	0	4	-1	-1	0	-5	3	9	-6
- Cc1ccc(NC(=O)CSc2nc3[nH]ncc3c(=O)[nH]2)c(C)c1
→ -1	-9	-4	5	2	1	-11	-4	6	11
- CCOC(=O)C1=C(Nc2ccccc2)CC(C)(O)C(C(=O)OCC)C1c1ccccc1 (stereo not drawn)
→ 1	2	13	2	3	-1	-5	7	0	-5

Laid out differently: entries from further up.
Cc1cccc(C(=O)Nc2ccc3c(c2)C(=O)NC3=O)c1
- SIAE inh: -13
- ADAM10 inh: i
- TDP2 inh: 0
- Tn6 DDE FP: -3
- PLC-beta3 inh: i
- ADAM17 inh: -164
- ASAP1 GAP inh: -7
- Tn7 DDE FP: 3
- PLCg1 inh: -478
- ARFGAP1 inhibitor: 10
Cc1cc(C)c(OCCNCc2ccccc2)c(C)c1
- SIAE inh: 3
- ADAM10 inh: 3
- TDP2 inh: 17
- Tn6 DDE FP: 2
- PLC-beta3 inh: -4
- ADAM17 inh: -1
- ASAP1 GAP inh: 2
- Tn7 DDE FP: 0
- PLCg1 inh: 2
- ARFGAP1 inhibitor: -6

More entries:
Order of results: SIAE inh	ADAM10 inh	TDP2 inh	Tn6 DDE FP	PLC-beta3 inh	ADAM17 inh	ASAP1 GAP inh	Tn7 DDE FP	PLCg1 inh	ARFGAP1 inhibitor
- CCCNC(=O)C1CC(=O)N(c2ccc(OCC(=O)Nc3cc(C)cc(C)c3)cc2)C1 (stereo not drawn)
→ -6	-6	3	4	2	-2	-5	-4	2	-1
- COc1ccc(-n2c(Cc3cccn3C)nnc2SCC(=O)Nc2ccccc2OC)cc1
→ 5	-13	0	-1	-2	-1	0	4	-1	4
- Cc1nc(SCC(=O)c2ccc(Cl)s2)c2oc3ccccc3c2n1
→ 7	-4	12	-8	1	-3	-2	-3	-3	1
- COc1ccc(NC(=O)C2C(c3ccccc3)C2(Cl)Cl)c(OC)c1 (stereo not drawn)
→ 3	1	-4	-3	-5	-4	9	1	-3	-4
- CC(C)(C)C(=O)CC(=O)Nc1ccc(Cl)c(N)c1
→ 3	0	2	-3	-2	-4	-8	4	-1	5
- Cc1cc(OCC(=O)NC(C)(C)C)ccc1Cl
→ -13	8	0	-1	4	-8	-2	5	-1	2
- COc1ccc(N(CC(=O)NCc2ccccc2)S(=O)(=O)c2c(C)noc2C)cc1
→ 0	8	5	4	-3	-2	1	-2	1	18
- CN(CC(=O)Nc1cccc(F)c1)C(=O)Cn1cnc2c1c(=O)n(C)c(=O)n2C
→ 3	2	1	-6	1	0	-4	4	-1	-8
- COCc1cc(C)n(CC(=O)Nc2ccc3c(c2)OCO3)c(=O)c1C#N
→ 0	-12	-1	0	-6	1	2	-6	1	7
